Compound activity (PubChem)
Menin MLL FP TR: inhibitors of human menin-MLL interaction, mutant MLL peptide | Menin + Texas Red MLL mutant peptide, fluorescence polarization | O00255 | hit rate 0.23% among 270,000 | Potency, µM (top dose mostly 61.6 µM), inactives show at the highest dose FP activity change, negative = inhibition, actives largely listed as inhibitors; active means well fitted inhibition curve with a large enough effect in the polarisation, with a control signal flat, not every such curve was filed as active; inconclusive means small, poorly fitted or top-dose-only effect, or effect the other way, or a change in a side signal; inactive means no such curve, though single readings can be large or run the other way; the % refers to the polarisation; further: potency means the concentration at half of the fitted maximal effect; % of control where 0% means no effect; many of its hits are not listed in these tables
KCNH2 3.1 block: KCNH2 3.1 (human) potassium channel inhibition | U2OS KCNH2 3.1, thallium flux FluxOr; hits give low values | activity change, % (tested at about 1.8 µM) | hit rate 0.95% among 340,000;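 active means maximum activity change below -70%; inconclusive means maximum activity change from -70% to -50%; inactive means maximum activity change above -50%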;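 further: thallium influx rate constant from kinetic fluorescence after stimulation buffer; on the % scale 0 is the no-effect control and ±100 the full control effect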
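Thallium flux read-out: FluxOr dye with Red40 quencher in HBSS/HEPES, 45 min at RT. Rate constants from kinetic reads were normalized to positive and negative DMSO controls. Cells: U2OS virally expressing the 3.1 isoform.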
TRPV1 agonist: agonists of human vanilloid receptor 1 (TRPV1); activation, % at 8.33 µM; hit rate 0.19% among 320,000; TRPV1-expressing cells, Fluo-8 calcium influx, agonist mode; Q8NER1; in the data active means activation above about 80%; inconclusive means between about 30% and that limit; further: 0% is about no effect
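Cells expressing TRPV1 were dye-loaded with Fluo-8 and read kinetically: 10 s baseline, 3 min after compound (agonist portion), then 2 min after EC20 capsaicin (allosteric enhancer portion). Calcium-bound dye fluorescence at 480/520 nm.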
B2AR arrestin: agonists driving beta-arrestin recruitment to human beta2-adrenergic receptor; P07550; AID 492947; beta-arrestin recruitment to beta2AR, cell-based reporter; Potency, µM (highest dose often 46.1 µM), for the others: at the top dose activation, hits mostly activators; hit rate 0.02% among 330,000;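 further: potency means the concentration at half of the fitted maximal effect; 0% = DMSO controls and full agonism = EC100 isoproterenol or metaproterenol; nearly all actives have a fitted effect of over 65% in size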
CXXC DNA block: blocks binding of human MLL CXXC domain to DNA; Q03164; MLL-CXXC / FITC-HOXA9 DNA fluorescence polarization; Potency, µM (top dose mostly 115 µM), for inactives: at the top dose activity change, negative = inhibition, most hits filed as inhibitors; hit rate 0.037% among 290,000; AID 2662; active means well fitted inhibition curve with a large enough effect in the polarisation, with a control signal flat, not every such curve was filed as active; inconclusive means small, poorly fitted or top-dose-only effect, or effect the other way, or a change in a side signal; inactive means no such curve, though single readings can be large or run the other way; the % refers to the polarisation; further: potency means the concentration at half of the fitted maximal effect
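Steps: dispense CXXC domain solution (7 uM) → pin compounds or unlabeled HOX-A9 DNA control → 5 min ambient → add FLSN-HOX-A9 solution (50 nM) → spin → 30 min ambient → fluorescence polarization. Tris pH 7.5/NaCl/DTT/BSA buffer.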
GALK inhibitor: galactokinase (human) inhibition | AID 1868 | P51570 | hit rate 0.007% among 270,000 | Potency, µM (titrated, usually from 57.5 µM), without a hit: at the highest dose activity change, negative = inhibition, hits mostly inhibitors | Purified GALK, Kinase-Glo residual ATP luminescence; further: potency means the concentration at half of the fitted maximal effect; on the % scale 0 is the no-effect control and ±100 the full control effect
Target sequence (P51570 whole entry, looked up): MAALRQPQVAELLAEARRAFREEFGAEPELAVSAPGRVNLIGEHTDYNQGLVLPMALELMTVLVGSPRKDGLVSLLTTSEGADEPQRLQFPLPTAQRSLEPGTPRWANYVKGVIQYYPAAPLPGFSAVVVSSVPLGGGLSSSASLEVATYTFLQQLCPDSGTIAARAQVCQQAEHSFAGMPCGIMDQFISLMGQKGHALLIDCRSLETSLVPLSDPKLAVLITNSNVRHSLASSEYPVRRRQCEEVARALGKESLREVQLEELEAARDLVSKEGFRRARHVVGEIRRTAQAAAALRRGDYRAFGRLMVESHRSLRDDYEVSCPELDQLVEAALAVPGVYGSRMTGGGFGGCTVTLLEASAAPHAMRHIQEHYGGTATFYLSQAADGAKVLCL
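Kinase-Glo Plus luminescence measured ATP left after a 1 h room-temperature reaction. The reaction used 5 nM GALK, 100 uM galactose and 35 uM ATP at pH 8.0 (20 mM HEPES, 5 mM MgCl2, 60 mM NaCl, 1 mM DTT, 0.01% BSA).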
hERG WT inh: inhibitors of human wildtype KCNH2 potassium channel. U2OS, BacMam KCNH2, thallium flux FluxOr; hits give low values. activity change, % at 1.84 µM. hit rate 0.37% among 340,000. AID 720551;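 active means maximum activity change below -70%; inconclusive means maximum activity change between -70% and -50%; inactive means maximum activity change above -50%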; further: on the % scale 0 is the no-effect control and ±100 the full control effect
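U2OS cells transduced with wild-type KCNH2 virus are loaded with FluxOr dye for 45 min, and thallium flux is measured in kinetic reads before and after stimulation buffer. Rate constants are normalized to DMSO controls.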
FBPA coupling cs: counter-screen for Giardia aldolase inhibitors: coupling enzyme system. coupling enzyme system counterscreen, AmpLite Red fluorescence. AID 2472. hit rate 0.67% among 290,000. activity change, negative = inhibition, % at 58.2 µM, hits read low; in the data active means activity change below about -30%; further: on the % scale 0 is the no-effect control and ±100 the full control effect
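Coupling enzymes only (glyceraldehyde-3-phosphate) + compound, at 57.5 uM final, 10 min RT; add substrate/coupling/AmpLite Red mix, 20 min RT; fluorescence ex 525/em 598 nm. Actives flag coupling-system interference.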
PKM2 activator: activators of human pyruvate kinase M2. Potency, µM (series often up to 57.5 µM), for inactives: top-dose activation, actives largely listed as activators. P14618. purified PKM2, Kinase-Glo ATP luminescence, activation; response scale: 0% is enzyme alone, no compound. hit rate 0.34% among 260,000; further: potency means the concentration at half of the fitted maximal effect; on the % scale 0 is the no-effect control and ±100 the full control effect; nearly all actives have a fitted effect of over 55% in size
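Kinase-Glo luminescence reports ATP generated from ADP (0.1 mM) and PEP (0.5 mM) by purified hPK-M2 after 1 h at room temperature, pH 7.2 imidazole buffer; intermediate enzyme activity allows detecting inhibitors and activators.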
USP2a block: USP2a (human) protease inhibition | AID 463254 | Potency, µM (highest dose often 38.3 µM), for the others: at the top dose activity change, negative = inhibition, most hits filed as inhibitors | O75604 | hit rate 0.01% among 330,000 | USP2 core, Ub-CHOP2 coupled fluorogenic reporter, 485/531;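 further: potency means the concentration at half of the fitted maximal effect; plate controls were DMSO wells for no effect and full inhibition by NEM control for full effect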
Target sequence (O75604 whole entry, looked up): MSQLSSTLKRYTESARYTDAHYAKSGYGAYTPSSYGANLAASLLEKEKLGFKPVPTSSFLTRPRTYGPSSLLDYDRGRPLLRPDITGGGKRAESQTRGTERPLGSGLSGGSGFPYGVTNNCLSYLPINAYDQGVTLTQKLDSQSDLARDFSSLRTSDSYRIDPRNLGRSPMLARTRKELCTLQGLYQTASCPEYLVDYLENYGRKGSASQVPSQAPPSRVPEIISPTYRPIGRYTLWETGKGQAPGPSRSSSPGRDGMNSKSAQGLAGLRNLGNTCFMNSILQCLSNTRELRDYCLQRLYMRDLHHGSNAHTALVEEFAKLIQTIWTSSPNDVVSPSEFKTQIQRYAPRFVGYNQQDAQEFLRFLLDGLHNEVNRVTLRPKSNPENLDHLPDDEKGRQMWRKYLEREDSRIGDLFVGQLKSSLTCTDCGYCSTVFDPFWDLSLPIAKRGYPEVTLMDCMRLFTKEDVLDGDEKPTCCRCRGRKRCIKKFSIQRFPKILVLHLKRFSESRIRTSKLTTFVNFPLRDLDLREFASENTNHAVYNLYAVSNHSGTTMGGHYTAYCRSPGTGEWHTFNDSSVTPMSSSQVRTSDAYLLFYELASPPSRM
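Cell-free coupled assay: 10nM USP2 core preincubated 30min RT with compound in Tris-HCl pH 8.0/CaCl2/CHAPS buffer, then 25nM Ub-CHOP2 and 25nM reporter substrate; fluorescence (Ex 485/Em 531) read after 60min RT, normalized to NEM inhibition, concentration-response curves fitted.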
Giardia killer: Giardia lamblia killing. Giardia lamblia trophozoite viability. hit rate 0.15% among 340,000. AID 540267. activity change, % at 7.66 µM, hits read low; in the data active means activity change below about -80%; inconclusive means between about -30% and that limit;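 further: parasites exposed to compound for two days anaerobically before the ATP read; on the % scale 0 is the no-effect control and ±100 the full control effect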
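Giardia lamblia trophozoites (100 cells/well) were incubated with compounds for 48 h at 37 deg C under anaerobic conditions. Viability was read as ATP content by one-step luminescence after 15-30 min at room temperature.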
* = called active by the depositor; u = inconclusive; x = not tested or not shown; & = joins results of further samples; [ ] = another dose, or the depositor's remark. Unless noted, the call rests on the fitted dose curve; in most records, active means well fitted curve in the direction sought with a large enough effect; inconclusive means small, poorly fitted or top-dose-only effect, or another doubt; inactive means no such curve, though single readings can be large; an effect the other way counts as inactive or inconclusive.

SMILES	Menin MLL FP TR	KCNH2 3.1 block	TRPV1 agonist	B2AR arrestin	CXXC DNA block	GALK inhibitor	hERG WT inh	FBPA coupling cs	PKM2 activator	USP2a block	Giardia killer
COc1ccc(Cl)cc1NC(=S)N(Cc1ccccc1C)CC1CCC(C(=O)O)CC1 (stereo not given)	u	-10	1	-0.2%	3%	6%	3	6	0%	0%	-15
CN1CCN(C(=O)/C(=C/c2cn(S(=O)(=O)N(C)C)c3ccccc23)NC(=O)c2ccccc2)CC1	3%	-3	-2	0.1%	3%	4%	-4	2	x	-1%	14
CCOC(=O)N1CCC(NC(=O)Cn2c3ccccc3c3cn[nH]c(=O)c32)CC1	19%	x	-11	0.0%	1%	0%	x	1	-1%	0%	x
CCOc1ncccc1C(=O)Nc1nnc(C(CC)CC)s1	u	-3	22	-0.1%	-10%	-3%	-2	0	-33%	8%	-15
O=C(Nc1cc(S(=O)(=O)N2CCCCC2)ccc1Cl)c1ccc(F)cc1	x	2	u	-0.1%	x	x	0	x	x	-1%	-3
Cc1cc(C)n(-c2nnc(C)n2NC(=O)c2cccc(Cl)c2)n1	16%	2	4	-0.8%	-3%	-3%	2	6	0%	3%	-8
COc1ccc(CNC(=O)C2Cc3cc(S(=O)(=O)N4CCCC4)ccc3N2C(C)=O)c(OC)c1 (stereo not given)	x	9	0	-0.1%	33%[activator]	1%	-3	x	x	4%	0
CN1CC(=O)N(CC(=O)Nc2ccc(F)cc2)c2ccccc2C1=O	-4%	-1	-2	-0.5%	3%	3%	-8	2	-2%	0%	2
Cc1ccccc1C(=O)NC(=S)N(CCO)Cc1ccccc1	13%	2	3	2.7%	5%	4%	-9	2	x	2%	13
CCC(C)[C@H](NC(=O)NCC1CCCO1)C(=O)OC (stereo not given in full)	1%	-16	-3	0.3%	-3%	1%	-13	1	-7%	1%	-7
O=C(O)C1CC(c2ccccc2)=NO1 (stereo not given)	2%	14	-2	-0.1%	-1%	-1%	7	-4	-14%	0%	0
Cc1ccc(NC(=O)c2ccc(CNc3c(N4CCC(C)CC4)c(=O)c3=O)cc2)cc1	x	5	21	-0.6%	4%	4%	-12	0	-3%	0%	-4
Cn1c(SCC#N)nnc1-c1cccnc1	-1%	-6	-1	-0.6%	8%	x	1	6	-6%	0%	8
CC1CC(C(F)(F)F)n2nc(C(=O)O)cc2N1 (stereo not given)	x	16	-1	0.2%	-3%	-4%	3	5	-1%	3%	-5
CCN(CC)CCCN1C(=O)C(=O)/C(=C(/O)c2ccc3c(c2)OCCO3)C1c1ccco1 (stereo not given)	-2%	-4	-1	0.2%	-8%	3%	-8	0	1%	3%	-4
CCOC(=O)C1=C(N)Oc2c(c(=O)[nH]c3ccccc23)C1c1ccccc1 (stereo not given)	0%	-13	1	-0.2%	14%	-5%	4	-11	-7%	4%	-21
Cc1c(OCC(=O)N[C@H](C(=O)O)c2ccccc2)ccc2c3c(c(=O)oc12)CCCC3	-7%	9	0	-0.8%	-20%	x	-1	5	-23%	-1%	6
Cc1cc(C)n(-c2nc(Nc3ccccc3C(F)(F)F)nc(-n3nc(C)cc3C)n2)n1	10%	-2	21	-1.0%	37%[activator]	1%	-8	0	10%	-1%	u
COc1ccc(S(=O)(=O)N2CCN(Cc3ccccc3)CC2)cc1OC	-9%	-3	12	0.0%	-4%	0%	0	2	0%	3%	-4
CC(=O)N(c1ccccc1C)S(=O)(=O)c1ccc(Cl)cc1	-17%	3	3	-0.6%	2%	10%	5	-3	0%	1%	-1
CN(C(=O)CN1C(=O)NC2(CCCc3ccccc32)C1=O)C1CCCCC1 (stereo not given)	x	1	x	0.0%	x	x	-2	x	x	4%	7
Cc1cc(SCC(=O)O)nc2ccccc12	-1%	-6&3	6&0	-0.8%&-0.6%	-13%&2%	4%&3%	-6&5	6&8	-11%&-7%	1%&0%	-16&23
CCCc1ccc(OCc2ccc(C(=O)N3CCN(c4ccccn4)CC3)o2)c(OC)c1	-26%	-17	25	0.2%	4%	-8%	75	3	0%	-2%	16
Cc1ccc(N2C(=O)CC(Sc3ncn[nH]3)C2=O)cc1 (stereo not given)	-5%	-26	-4	0.4%	-5%	0%	-8	1	25%	-1%	-27
COc1ccc(N2CCSC2C(=O)NN)cc1 (stereo not given)	-22%	5	-4	0.2%	-4%	1%	-3	3	-2%	-1%	-16
COc1cccc(/C=C2\SC(=O)N(CC(=O)NC3CCS(=O)(=O)C3)C2=O)c1 (stereo not given)	x	14	5	-0.1%	6%	-11%	13	x	x	-1%	7
CN(C)CCN(C(=O)CCS(=O)(=O)c1ccccc1)c1nc2cc3c(cc2s1)OCO3	x	8	5	-0.6%	12%	9%	15	x	10%	-4%	-4
Cc1ccc(C(=O)N/C(=C/c2ccco2)C(=O)Nc2cccc(C)c2)cc1	0%	-8	10	-0.2%	12%	-3%	7	-5	21%	-2%	-4
CC(C)CN(C(=O)CCC(=O)OCC(=O)N(C)c1ccccc1)c1c(N)n(CC(C)C)c(=O)[nH]c1=O	x	0	7	0.0%	x	x	10	x	x	0%	-3
CN1CC(=O)N(CC(=O)NC2CCCCC2)C1=O	x	8	x	-0.8%	x	x	-11	x	x	-2%	-5
Cc1ccc2c(c1)c(C)c(C)n2CC(O)CN1CCOCC1 (stereo not given)	-1%	3	1	-0.5%	-4%	-2%	-17	3	-4%	-1%	3
CCC(COC(=O)Nc1ccccc1)NC(=O)OC(C)C (stereo not given)	7%	7	6	0.4%	-4%	5%	-7	3	-3%	3%	4
O=C(NNC(=O)c1ccccc1-n1cccc1)c1cncc(Br)c1	x	2	x	0.1%	x	x	-1	x	x	-5%	4
CC1CCN(C(=O)CSc2nnc(CSc3ncccn3)n2C)CC1	4%	8	5	-0.9%	-3%	1%	-34	3	-4%	3%	6
O=C(Nc1ccc(N2CCOCC2)c(Cl)c1)c1ccc2c(c1)OCCO2	-17%	21	7	0.0%	-2%	1%	-12	4	-13%	-1%	-12
O=C(c1ccc(-n2cncn2)c([N+](=O)[O-])c1)N1CCN(S(=O)(=O)c2ccccc2Br)CC1	x	13	-1	-0.2%	x	x	8	x	x	0%	6
CCC1(c2ccc(F)cc2)NC(=O)N(CC(=O)N2c3ccccc3NC(=O)C2(C)C)C1=O (stereo not given)	x	-5	3	0.1%	x	x	-5	x	x	1%	23
C=CCN1C(=O)/C(=C2/Sc3ccc(OC)cc3N2C)SC1=NCc1ccccc1	-6%	8	2	0.2%	14%	-2%	10	0	3%	2%	-9
O=S(=O)(NC1CCCCC1)c1ccc(Cl)nc1	4%	-3	4	-0.8%	4%	0%	2	1	-14%	4%	-13
CSc1ccccc1-c1nnc(-c2ccccc2)o1	-7%	2	24	-0.4%	-6%	0%	-16	2	-3%	-1%	u
Cc1ccc(NC(=O)CSc2n[nH]c(-c3ccncc3)n2)cc1C	-1%	-13	-4	-0.3%	-10%	3%	5	2	1%	2%	6

Pulled by compound from above:
SMILES	Menin MLL FP TR	KCNH2 3.1 block	TRPV1 agonist	B2AR arrestin	CXXC DNA block	GALK inhibitor	hERG WT inh	FBPA coupling cs	PKM2 activator	USP2a block	Giardia killer
Cc1ccc2c(c1)c(C)c(C)n2CC(O)CN1CCOCC1 (stereo not given)	-1%	3	1	-0.5%	-4%	-2%	-17	3	-4%	-1%	3
CCC(COC(=O)Nc1ccccc1)NC(=O)OC(C)C (stereo not given)	7%	7	6	0.4%	-4%	5%	-7	3	-3%	3%	4
O=C(NNC(=O)c1ccccc1-n1cccc1)c1cncc(Br)c1	x	2	x	0.1%	x	x	-1	x	x	-5%	4
C=CCN1C(=O)/C(=C2/Sc3ccc(OC)cc3N2C)SC1=NCc1ccccc1	-6%	8	2	0.2%	14%	-2%	10	0	3%	2%	-9
O=S(=O)(NC1CCCCC1)c1ccc(Cl)nc1	4%	-3	4	-0.8%	4%	0%	2	1	-14%	4%	-13
CC1CCN(C(=O)CSc2nnc(CSc3ncccn3)n2C)CC1	4%	8	5	-0.9%	-3%	1%	-34	3	-4%	3%	6

This is a subset, so the mix of outcomes need not match the whole.
